ARNT TACC3 PPI = disruptors of human ARNT/TACC3 interaction | AlphaScreen His-ARNT PAS-B/GST-TACC3 binding, luminescence; TACC3 fragment carries E629A point mutation | inhibition, % at 9.99 µM | Q9Y6A5 | 0.66% of 390,000 active;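 active = mean inhibition of replicates at least 50% and at least half of replicates each reaching 50%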;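 also: 0% = complete ARNT plus TACC3 wells and 100% = ARNT alone without TACC3; many hits fall short of the cut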
esBAF inh = SWI/SNF esBAF complex inhibition; reporter increase, % at 12.5 µM; 2% of 350,000 active; mouse ES cells, Bmi1-luciferase knock-in reporter, 24 h; 100% = twice the neutral-well signal; in the data active = activation above about 40%;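 also: 0% = median of the plate's neutral control wells and 100% = double that signal; a rise in the Bmi1 reporter signal indicates esBAF inhibition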
E-selectin induc = induces E-selectin expression in human endothelial cells; activation, % at 7.58 µM; AID 686992; HUVEC E-selectin immunofluorescence imaging; normalized: neutral wells 0, TNF-alpha wells 100; 0.37% of 260,000 active;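 active = mean E-selectin-positive cell signal at least 10% of the positive control, reached in at least 60% of replicates, without over 20% cell loss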;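 also: in these data hits start at about 27%; measured in HUVEC primary endothelial cells; signal is the percent of cells scored E-selectin positive by PE staining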
Target sequence (P16581 whole entry, looked up): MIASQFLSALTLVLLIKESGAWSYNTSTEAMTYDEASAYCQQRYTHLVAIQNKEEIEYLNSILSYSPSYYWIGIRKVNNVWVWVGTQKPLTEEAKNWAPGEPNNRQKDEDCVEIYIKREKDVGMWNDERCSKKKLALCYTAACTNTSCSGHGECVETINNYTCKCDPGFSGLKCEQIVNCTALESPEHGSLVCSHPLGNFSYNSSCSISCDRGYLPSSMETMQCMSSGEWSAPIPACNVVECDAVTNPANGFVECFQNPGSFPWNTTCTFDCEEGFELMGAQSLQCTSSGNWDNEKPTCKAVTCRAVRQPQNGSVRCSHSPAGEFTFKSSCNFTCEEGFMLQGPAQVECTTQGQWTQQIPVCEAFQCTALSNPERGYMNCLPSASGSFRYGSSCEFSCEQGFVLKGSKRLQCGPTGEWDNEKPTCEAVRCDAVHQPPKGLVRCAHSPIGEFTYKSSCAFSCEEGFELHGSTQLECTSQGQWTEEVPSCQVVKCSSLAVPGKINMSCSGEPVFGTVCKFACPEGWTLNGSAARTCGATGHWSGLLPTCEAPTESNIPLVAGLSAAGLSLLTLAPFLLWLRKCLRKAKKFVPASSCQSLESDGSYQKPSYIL
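material = human umbilical vein endothelial cells (HUVEC), E-selectin induction | quantity = 3,000 cells/well | medium = EGM-2 growth medium on 0.1% gelatin-coated wells | technique = immunofluorescence imaging | read-out basis = % PE-positive cells | control set = TNF-alpha positive control, DMSO neutral control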
RAD52 inh = blocks human RAD52 DNA annealing; inhibition, % at 18.7 µM; P43351; AID 651710; 0.46% of 360,000 active; recombinant RAD52 DNA annealing, FRET fluorescence;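 active = every replicate showing at least 50% inhibition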
ERp5 block = blocks human ERp5 reductase activity on insulin; Q15084; ERp5 insulin aggregation, absorbance 650 nm, 90 min; inhibition, % at 9.99 µM; 0.05% of 350,000 active;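 active = mean replicate inhibition above about 25%, with every replicate also reaching it, limit read from the data, passing the limit was not always enough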
Target sequence (Q15084 whole entry, looked up): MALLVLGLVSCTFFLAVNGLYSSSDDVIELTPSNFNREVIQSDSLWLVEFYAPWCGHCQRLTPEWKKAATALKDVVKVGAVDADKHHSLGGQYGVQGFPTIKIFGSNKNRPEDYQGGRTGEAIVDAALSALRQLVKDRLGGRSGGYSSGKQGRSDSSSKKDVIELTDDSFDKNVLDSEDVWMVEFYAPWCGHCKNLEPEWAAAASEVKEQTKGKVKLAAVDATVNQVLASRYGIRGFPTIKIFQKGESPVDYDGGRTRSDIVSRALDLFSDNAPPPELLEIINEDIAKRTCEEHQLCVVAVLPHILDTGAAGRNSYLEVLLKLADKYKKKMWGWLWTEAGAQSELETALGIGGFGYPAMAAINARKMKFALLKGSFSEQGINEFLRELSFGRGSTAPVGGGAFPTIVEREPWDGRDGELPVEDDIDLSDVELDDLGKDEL
RAD54 inh = inhibitors of human RAD54 branch migration | Q92698 | RAD54 Holliday junction branch migration, FAM/BHQ fluorescence | inhibition, % at 10.4 µM | 0.14% of 360,000 active | AID 602329;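 active = mean normalized replicate activity at least 40 and at least half of replicates scoring 40 or more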;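 also: 0% = median of neutral control wells and 100% = median of positive control wells; inhibitors cause a drop in the FAM fluorescence signal; in these data hits start at about 50%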
CASP6 VEID inh = caspase-6 (human) enzyme inhibition; 0.53% of 350,000 active; inhibition, % at 12.5 µM; purified caspase-6, Z-VEID-R110 cleavage fluorescence; AID 686996; P55212;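 active = mean inhibition across replicates at least about 35%, with every replicate also reaching that limit, limit read from the data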;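 also: 0% = median of neutral control wells and 100% = no fluorescence left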
PglD inh = PglD (C. jejuni) enzyme inhibition; purified PglD enzyme, DTNB colorimetric CoA detection; inhibition, % at 12.5 µM; 0.098% of 360,000 active; in the data active = inhibition above about 16%, passing the limit was not always enough; also: strong numbers were not always called active
Starred values were filed as active, the others as inactive; . = no result given; & = joins results of further samples.

SMILES | ARNT TACC3 PPI | esBAF inh | E-selectin induc | RAD52 inh | ERp5 block | RAD54 inh | CASP6 VEID inh | PglD inh
O=C(C[C@H]1CC[C@H]2[C@@H](COC[C@@H](O)CN2C(=O)Nc2ccccc2)O1)NC1Cc2ccccc2C1 | 5 | 4 | 0.0 | 5 | 4 | -1 | -3 | 0
O=C(CCCCCN1C(=O)c2cccc3cccc(c23)C1=O)N1CCOCC1 | 0 | 1 | . | . | . | 7 | . | -3
CCCNC(=O)CCNC(=O)c1ccc(C(C)(C)C)cc1 | -6 | 6 | . | . | . | 0 | . | 3
O=C(NC12CC3CC(CC(C3)C1)C2)N1CCN(c2ncccn2)CC1 | . | -2 | 4.2 | -8 | 0 | . | 1 | .
CCC(=O)NC(c1ccco1)c1cc(Br)c2cccnc2c1O (centres undefined) | . | -7 | -0.6 | -21 | 0 | -2 | 3 | 4
FC(F)Oc1ccc(NC(=S)N2CCc3ccccc32)cc1 | 0 | . | . | -8 | 2 | . | -2 | .
Clc1ccc(SCc2cc(-c3ccc(Cl)cc3)on2)cc1 | -10 | 7 | . | . | . | -1 | . | 4
c1ccc(CSc2ncn(-c3ccccc3)n2)cc1 | -13 | 45* | . | . | . | 5 | . | -1
COc1cc(C(=O)Nc2ccc(S(=O)(=O)NC(C)(C)C)cc2)cc(OC)c1OC | -7 | -7 | . | . | . | -1 | . | -1
CCN(CC)CCN1CNC(=S)N(c2ccccc2OC)C1 | . | . | . | 33 | 6 | -9 | -121 | -7
Cc1nccn1Cc1ccccc1 | -1 | 1 | -0.2 | 6 | 0 | -7 | -3 | 3
Cc1cc(C)nc(NNC2=CC(=O)CC(C)(C)C2)n1 | 1 | . | . | -31 | -1 | . | 1 | .
COCC(=O)N1C[C@@H](C)[C@@H](OC)CN(C)C(=O)c2cc(NC(=O)Nc3ccccc3)ccc2OC[C@@H]1C | 2 | 4 | -0.1 | -3 | 3 | 6 | . | -4
C[C@@H]1CN([C@H](C)CO)C(=O)c2cccc(NC(=O)Nc3ccc(F)cc3)c2O[C@H]1CN(C)C(=O)Nc1ccc2c(c1)OCO2 | -4 | 32 | 0.2 | -1 | -1 | 4 | -1 | 2
CC1CCN(C(=O)C(=O)c2cn(CC(=O)N3CCCC3)c3ccccc23)CC1 | -4 | . | -0.1 | -21 | -2 | -4 | 3 | 4
CC(C)(C)c1ccc(C(=O)Nc2cccnc2)cc1 | 13 | 27 | 0.2 | 7 | 3 | -7 | 2 | 2
CCOc1ccc(S(=O)(=O)NCCC(=O)NCCCSc2ccccc2)cc1 | -1 | . | -1.6 | 0 | -1 | . | 1 | .
O=C(Nc1cccc([N+](=O)[O-])c1)C1C2CCCCC21 (centres undefined) | -5 | 4 | 0.2 | 1 | 1 | 6 | -1 | 3
CC(C)(C)C1CCc2onc(C(=O)NC3CCCC3)c2C1 (centres undefined) | -3 | -5 | . | 4 | -1 | -4 | -6 | -6
C[C@H](CO)N1C[C@H](C)[C@@H](CN(C)C(=O)Nc2ccc(F)cc2)Oc2c(NC(=O)NC3CCCCC3)cccc2C1=O | -2 | -3 | -0.4 | 5 | -2 | -4 | 6 | -5
O=C(CNC(=O)C1CCCCC1)NCCCO | -8 | -8 | . | . | . | 2 | . | 3
O=C(NN=C1CCCCCCC1)c1ccc2ccccc2n1 | 3 | . | . | -4 | -4 | . | -4 | .
CS(=O)(=O)c1cccc(C(=O)OCC(=O)NCc2cccs2)c1 | . | 2 | -1.8 | -3 | 0 | -3 | -1 | -2
NNc1nc(Nc2ccccc2)nc(Nc2ccccc2)n1 | 19 | 27 | . | -18 | 0 | 0 | -4 | 4
Cc1cc(O)c(C(C)C)cc1NC(=O)Nc1cc(Cl)ccc1Cl | -22 | 4 | 0.0 | -6 | -4 | -4 | -1 | 2
Cc1ccc(Cl)c(N/C=C/C(=O)c2ccccc2)c1 | 6 | 9 | . | -11 | 2 | 1 | 2 | -3
CCC(C)n1ncn(-c2ccc(N3CCN(c4ccc(O)cc4)CC3)cc2)c1=O (centres undefined) | 4 | . | . | -2 | -8 | . | 0 | .
CNc1c(NS(=O)(=O)c2cc(Cl)ccc2OC)c(=O)oc2ccccc12 | -17 | -2 | 0.2 | -3 | -1 | 0 | 2 | 12
CC(=O)Nc1ccc(S(=O)(=O)N(C)CC(=O)OCC(=O)N2CCc3ccccc32)cc1 | -9 | 0 | . | . | . | -2 | . | 0
COC(=O)[C@]12C[C@H](CC(=O)NCCCCc3ccccc3)C(=O)N(Cc3ccc4c(c3)OCO4)C1=C[C@H](COCc1ccccc1)O[C@@H]2C | . | . | -0.2 | -5 | -1 | . | 3 | .
CCN(CC(=O)Nc1c(F)cccc1F)C(=O)CC1CCCC1 | -21 | . | -0.1 | -4 | 0 | . | -85 | .
CCOc1ccc(N2C(=O)CC(Sc3nc(C)cc(C)c3C#N)C2=O)cc1 (centres undefined) | 3 | . | . | 10 | -2 | . | 1 | .
CCc1ccc(C(=O)Nc2ccc3c(c2)n(C)c(=O)n3C)cc1 | -3 | 11 | . | -7 | 3 | 1 | 11 | -5
COc1ccc(NC(=O)NNC(=O)COc2ccc(Cl)cc2C)cc1OC | -8 | -2 | 1.0 | -10 | 0 | -12 | 0 | -1
COc1ccc(OCC(=O)NNC(=S)NC(=O)c2ccc(Br)o2)cc1 | -12 | . | . | -10 | 3 | 10 | 1 | 1
COc1ccc(C2(CNC(=O)/C=C/c3ccco3)CCCC2)cc1OC | 4 | 2 | . | -39 | 0 | -4 | 5 | -14
COc1cc2c(cc1OC)CN(C(=O)CSc1nc(C)cc(C)c1C#N)CC2 | -4 | -2 | . | . | . | -1 | . | -2
CCOc1ccccc1Nc1ccnc2cc(Cl)ccc12 | . | -5 | . | 3 | 1 | 2 | -2 | -11
C=CCN1C(=O)c2ccc(C(=O)N(CC)CC(=O)Nc3cc(Cl)ccc3C)cc2C1=O | 0 | 10 | . | -3 | 2 | 1 | -3 | -3
O=C(COc1cccc(C(F)(F)F)c1)Nc1ccc2[nH]ncc2c1 | -5 | -3 | . | -3 | -7 | 2 | 3 | 9
Cc1sc2nc(CSCC(=O)Nc3ccc(N4CCOCC4)cc3)[nH]c(=O)c2c1C | -2 | -4 | -0.4 | -11 | -6 | 5 | 1 | -5
CN(CC(=O)Nc1ccc(Cl)cc1)C(=O)Cn1[nH]c(=O)c2ccccc2c1=O | 0 | . | 2.8 | 2 | -1 | . | 5 | .
COc1ccc(NC(=O)N(C)C[C@@H]2OCCCC[C@H](C)Oc3ccc(NS(=O)(=O)c4ccc(OC)cc4)cc3C(=O)N([C@H](C)CO)C[C@@H]2C)cc1 | 34 | 4 | -0.4 | . | . | -13 | . | -2
O=C(NCCN1CCOCC1)c1cc2c(=O)n3ccccc3nc2n1Cc1ccccc1 | -11 | 2 | 0.4 | . | . | -3 | . | -1
O=C(c1ccccc1)n1c(=O)c(F)cn(COCCBr)c1=O | -16 | -14 | . | -9 | -1 | -1 | 5 | 1
C[C@H](O)[C@@H]1C(=O)N2CCc3c([nH]c4cccc(-c5ccccc5)c34)[C@@H]2C[C@@H]1N(C)C(=O)C1CCCCC1 | . | . | -0.2 | 4 | 7 | . | 1 | .
Cc1oncc1C(=O)Nc1ccc2ccccc2c1 | -4 | 10 | 1.7 | 2 | 1 | -10 | -3 | 2
O=c1ncccn1C1OC(CO)C(O)C1O (centres undefined) | . | 0 | 0.3 | -3 | -3 | 1 | -2 | 0
FC(F)(F)c1cccc(Cc2noc(CN3CCSCC3)n2)c1 | -4 | . | . | -14 | 2 | . | -8 | .
O=C(CCN1C(=O)c2ccccc2C1=O)NCCN1CCOCC1 | -3 | -1 | . | . | . | 2 | . | 1
CCCN(CC1CCCO1)C(=O)CCc1nnc(CCc2ccc(OC)cc2)o1 (centres undefined) | 2 | 7 | -0.3 | -6 | 2 | -4 | 1 | 4
O=C(C[C@H]1CC[C@@H]2[C@H](COC[C@@H](O)CN2S(=O)(=O)c2ccc(Cl)cc2)O1)NCCN1CCCC1 | -3 | -4 | 0.0 | 15 | -1 | -1 | -2 | 6
CNC(=O)c1nc[nH]c1C(=O)NC | -2 | -9 | . | . | . | 0 | . | 1
CCOC(=O)CCP(=O)(O)C(C)(O)c1ccccc1 (centres undefined) | -1 | -4 | . | . | . | 2 | . | -3
Cc1ccccc1NC(=O)Cc1c[nH]c2ccccc12 | 17 | -2 | 0.4 | -11 | 2 | 23 | -1 | -3
O=C(COc1ccc(Cl)cc1)NNC(=O)c1ccccn1 | 36 | -13 | . | . | . | -1 | . | 3
O=C(CC(=O)NC1CCCCC1)N/N=C/c1cccc2ccccc12 | 1 | -7 | . | . | . | 1 | . | -1
Cc1cc(C(=O)CN2C(=O)NC3(CCCC3)C2=O)c(C)n1-c1ccc2c(c1)OCO2 | 1 | . | 0.0 | . | . | -5 | . | -7
OC1(C(F)(F)F)CC(O)(C(F)(F)F)n2nc(-c3ccccc3)cc2N1 (centres undefined) | 8 | 3 | . | . | . | -3 | . | -2
O=C(COC(=O)c1cccnc1Nc1cccc(C(F)(F)F)c1)NCc1ccc2c(c1)OCO2 | -7 | -3 | . | . | . | 6 | . | 7
The results go on.
SMILES | ARNT TACC3 PPI | esBAF inh | E-selectin induc | RAD52 inh | ERp5 block | RAD54 inh | CASP6 VEID inh | PglD inh
COC(=O)CN(C#N)c1nc(C)cc(C)n1 | 18 | . | 2.5 | -1 | -5 | 4 | 3 | -9
CCOC(=O)N1CCN(CC(=O)Nc2ccc(F)cc2)CC1 | -1 | . | 8.2 | -17 | 3 | . | -1 | .
CC(=O)Nc1ccc(N2S(=O)(=O)c3ccccc3S2(=O)=O)cc1 | -2 | -2 | . | . | . | 0 | . | -3
CC(C)C#Cc1ccc([C@@H]2[C@@H](CO)N3C(=O)CN(S(=O)(=O)c4ccccc4)C[C@@H]23)cc1 | . | . | 0.2 | 3 | 1 | . | 3 | .
CCCCCC(=O)N1C[C@H](n2cc(C3CC3)nn2)[C@@H](O)C[C@@H]1c1ccccc1 | . | -7 | . | -2 | 4 | -5 | 2 | -1
COc1ccccc1CCNS(=O)(=O)c1cc2c3c(c1)C(C)C(=O)N3CCC2 (centres undefined) | -5 | 8 | . | -8 | 1 | -18 | 2 | -1
COc1ccc(-n2c(Cc3cccn3C)nnc2SCC(=O)NCc2ccco2)cc1 | 4 | -6 | 1.1 | -45 | 4 | 8 | 5 | 0
CC=Cc1ccc2n(c1=O)C[C@H]1[C@H](CO)[C@@H](C(=O)NCCc3ccccc3)N(CCC)[C@@H]21 (mixture of isomers) | -1 | -3 | -0.3 | -8 | 11 | -10 | 2 | -1
CC(=O)N(CCN1CCOCC1)Cc1cc2cc3c(cc2nc1Cl)OCO3 | 4 | -12 | . | -5 | -1 | 5 | 0 | 6
Oc1ccc(/C=N/Nc2ccc(C(F)(F)F)cn2)c(O)c1 | . | . | 0.9 | -11 | -1 | . | 6 | .
C=CCCC1CN(Cc2ccc(OC)cc2)S(=O)(=O)c2c(Oc3ccc(C(C)C)cc3)cccc2O1 (centres undefined) | . | . | 0.0 | -14&-12 | 1&3 | . | -9&-4 | .
COC(=O)[C@@]1(Cc2ccc(OC)cc2)[C@H]2c3cc(C(=O)N4CCCC4)n(Cc4ccc(C)o4)c3C[C@H]2CN1C(=O)c1ccccc1 | . | . | -0.1 | -35 | 1 | . | -2 | .
Cc1cccc(CCN(C(=O)c2csnn2)C(C(=O)NC2CCCC2)c2ccco2)c1 (centres undefined) | 1 | -2 | . | -17 | 2 | -2 | 2 | -3

2 records drawn at random from those above, as already listed:
SMILES | ARNT TACC3 PPI | esBAF inh | E-selectin induc | RAD52 inh | ERp5 block | RAD54 inh | CASP6 VEID inh | PglD inh
CCCCCC(=O)N1C[C@H](n2cc(C3CC3)nn2)[C@@H](O)C[C@@H]1c1ccccc1 | . | -7 | . | -2 | 4 | -5 | 2 | -1
Oc1ccc(/C=N/Nc2ccc(C(F)(F)F)cn2)c(O)c1 | . | . | 0.9 | -11 | -1 | . | 6 | .

From PubChem BioAssay
